Screening results from PubChem.
RAD52 inh – inhibitors of human RAD52 DNA annealing; P43351; recombinant RAD52 DNA annealing, FRET fluorescence; inhibition, % at 18.7 µM; 360,000 tested, 0.46% active;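 active = every replicate showing at least 50% inhibition; inconclusive = mean inhibition at least 50% but not in every replicate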
Target sequence (P43351 whole entry, looked up): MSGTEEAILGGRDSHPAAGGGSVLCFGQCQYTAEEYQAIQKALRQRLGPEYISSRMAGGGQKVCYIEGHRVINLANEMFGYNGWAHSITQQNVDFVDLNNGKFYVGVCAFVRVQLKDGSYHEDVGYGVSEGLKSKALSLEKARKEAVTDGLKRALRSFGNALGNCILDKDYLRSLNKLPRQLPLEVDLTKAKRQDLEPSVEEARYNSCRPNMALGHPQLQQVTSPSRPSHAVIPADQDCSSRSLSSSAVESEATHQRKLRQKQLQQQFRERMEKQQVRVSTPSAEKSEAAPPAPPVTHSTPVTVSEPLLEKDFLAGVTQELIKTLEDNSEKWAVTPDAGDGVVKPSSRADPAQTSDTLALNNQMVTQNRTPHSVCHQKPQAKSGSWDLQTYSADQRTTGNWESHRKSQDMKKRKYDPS
DENV2 CPE – inhibitors of DENV2 cytopathic effect. CPE inhibition, % at 9.99 µM. 350,000 tested, 1.7% active. DENV2-infected cells, cytopathic effect rescue, plate reader; in the data active = CPE inhibition above about 20%, passing the limit was not always enough; inconclusive = no clear call, values can overlap the other calls; tested in BHK-21 cells;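 also: 0% = median of neutral control wells and 100% = median of positive control wells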
Casp6 inh – blocks human caspase-6 cleavage activity; P55212; purified caspase-6, Z-VEID-R110 cleavage fluorescence; inhibition, % at 12.5 µM; 350,000 tested, 0.53% active;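 active = mean inhibition across replicates at least about 35%, with every replicate also reaching that limit, limit read from the data; inconclusive = only one of the two criteria met; inactive = neither criterion met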;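 also: 0% = median of neutral control wells and 100% = no fluorescence left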
Target sequence (P55212 24-179 limits assumed): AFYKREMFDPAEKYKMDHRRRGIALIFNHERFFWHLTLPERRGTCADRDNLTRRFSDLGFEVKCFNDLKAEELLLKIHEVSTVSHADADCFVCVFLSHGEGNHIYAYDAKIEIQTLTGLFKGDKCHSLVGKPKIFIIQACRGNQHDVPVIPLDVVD
Target sequence (P55212 194-293 limits assumed): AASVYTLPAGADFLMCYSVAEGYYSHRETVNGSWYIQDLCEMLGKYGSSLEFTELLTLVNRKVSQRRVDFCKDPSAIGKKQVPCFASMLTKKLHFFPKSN
CFTR F508del cor – correctors of CFTR F508del function in bronchial epithelial cells; CFBE cells, YFP halide quenching; stimulated with forskolin plus potentiator P3; % fluorescence drop versus neutral controls; activity (quench increase), % at 7.58 µM; 350,000 tested, 0.36% active;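 active = mean added fluorescence quench of at least 8% versus neutral control, with both replicates also reaching 8%; inconclusive = only one of the mean or replicate conditions met; inactive = mean below 8% and not both replicates reaching 8%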;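 also: cells transiently co-express mutant CFTR-F508del with the halide-sensitive YFP; corrector assay measuring rescue of mutant channel to the surface after 24 h compound exposure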
GSIS activator – GLuc luminescence reporter in INS-1E cells, primary screen for activators of glucose-dependent secretion of insulin. INS-1E GLuc reporter insulin secretion, 2-3 h. activation, % at 16.6 µM. 370,000 tested, 0.61% active;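 active = lowest replicate activation of at least 40%, so every replicate reaches that level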;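 also: 0% = median of neutral control wells and 100% = median of IBMX positive control wells; some compounds called inactive have numbers as strong as hits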
XiGFP reactiv – activators of X-chromosome reactivation in mouse fibroblasts | XiGFP mouse fibroblasts, % GFP-positive cells imaging, 3 d; cells co-treated with 5-aza-dC sensitizer; scaled so ellipticine positive control = 100% | activation, % at 7.58 µM | 360,000 tested, 0.055% active | AID 743238;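 active = mean normalized replicate activation at least 10% and every replicate at or above 10%; inconclusive = only one of the two criteria met; inactive = mean below 10% and not all replicates reach 10%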;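 also: 0% = median of on-plate neutral control wells and 100% = ellipticine 6 µM median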
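Material: SV40-immortalized XiGFP fibroblast cells, line 68-5-11 | Buffer or medium: DMEM containing 5-aza-dC | Dosing: One concentration, pinned | Times: 3 d treatment, 15 min room-temperature fixation | Controls: Ellipticine 6 µM positive control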
E-selectin induc – induces E-selectin expression in human endothelial cells. activation, % at 7.58 µM. HUVEC E-selectin immunofluorescence imaging; normalized: neutral wells 0, TNF-alpha wells 100. 260,000 tested, 0.37% active. AID 686992. P16581;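 active = mean E-selectin-positive cell signal at least 10% of the positive control, reached in at least 60% of replicates, without over 20% cell loss; inconclusive = no rule given, readout overlaps actives, possibly toxicity-flagged; inactive = the rest, including those meeting only one limit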;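 also: in these data hits start at about 27%; measured in HUVEC primary endothelial cells; signal is the percent of cells scored E-selectin positive by PE staining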
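System: HUVEC, human umbilical vein endothelial cells; quantity: 3,000 cells/well; buffer or medium: EGM-2 medium, gelatin-coated wells; dosing: single-point compound dose; detection: immunofluorescence imaging; evaluation: % PE-positive cells; benchmarks: TNF-alpha, DMSO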
RAD54 branch – RAD54 (human) branch migration inhibition; Q92698; RAD54 Holliday junction branch migration, FAM/BHQ fluorescence; inhibition, % at 10.4 µM; 360,000 tested, 0.14% active; AID 602329;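 active = mean normalized replicate activity at least 40 and at least half of replicates scoring 40 or more; inconclusive = only one of the two criteria met; inactive = mean below 40 and under half of replicates reaching 40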;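 also: 0% = median of neutral control wells and 100% = median of positive control wells; inhibitors cause a drop in the FAM fluorescence signal; in these data hits start at about 50%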
* marks the source's active call; other numbers are inactive results; ? = inconclusive; nt = not tested or not shown; & = joins results of further samples. Compounds were not picked by outcome; any-hit rate near 3.7%.

SMILES	RAD52 inh	DENV2 CPE	Casp6 inh	CFTR F508del cor	GSIS activator	XiGFP reactiv	E-selectin induc	RAD54 branch
COc1ccccc1-n1c(SCC(=O)Nc2ccc(Br)cc2)nc(O)cc1=O	-6	7	1	-3.1	-1	0.3	0.0	4
COc1ccccc1C=NN=Cc1ccccc1OC	-56	2	-2	2.7	12	0.5	0.2	4
O=C(CN1C(=O)COc2ccccc21)Nc1ccc(F)cc1	-24	-5	-2	0.6	8	0.1	0.0	-4
OC1CCCC1	0	-2	-4	0.4	12	nt	nt	-8
COC(=O)[C@H](CC(C)C)N(Cc1ccccc1)S(=O)(=O)N(Cc1ccc(OC)cc1)[C@@H](CC(C)C)C(=O)OC	-3	2	nt	1.0	-14	0.0	0.4	11
C[C@H](CO)N1C[C@H](C)[C@@H](CN(C)Cc2ccncc2)Oc2ccc(NS(=O)(=O)c3cn(C)cn3)cc2CC1=O	4	4	-2	0.4	0	-0.6	nt	4
CC(Sc1nccn1C)C(=O)c1c(N)n(C)c(=O)n(C)c1=O (centres undefined)	-7	?	4	1.5	-7	0.1	0.2	-4
CCN(CCn1cccn1)C(=O)c1cc(COc2ccccc2SC)on1	-15	-4	2	-0.2	-6	0.2	-0.1	-7
CC1CCCC(C)N1C(=O)CSc1nc2ccccc2c(=O)[nH]1 (centres undefined)	-8	nt	nt	2.0	-5	0.1	nt	-10
COC(=O)c1cccc(NC(=O)/C=C/c2cccc([N+](=O)[O-])c2)c1	-16	nt	-1	-0.9	8	nt	nt	nt
CNc1ccc2ncc(-c3cccc(C(=O)N(C)C)c3)n2n1	-3	-4	-1	-0.6	39	0.3	0.1	12
Cc1ccc(C)c(S(=O)(=O)N2CCN(c3nc(CN4CCOCC4)nc4sc(C)c(C)c34)CC2)c1	-52	20	1	-0.3	-16	0.0	nt	-6
CCC(C)[C@H]1CNC(=O)C(=O)N1CCCc1cc(OC)c(OC)c(OC)c1 (some centres undefined)	0	-5	-3	-0.5	-9	0.2	0.0	0
O=C(CSc1nnnn1C1CCCCC1)NCCc1ccccc1	7	-6	2	-1.4	-2	nt	nt	-4
C[C@@H]1CN([C@H](C)CO)C(=O)c2cc(NS(C)(=O)=O)ccc2O[C@@H](C)CCCCO[C@@H]1CN(C)S(=O)(=O)c1ccccc1	-5	-10	2	1.9	3	0.1	-0.2	-6
C[C@@H]1CN([C@@H](C)CO)C(=O)c2cc(C#CC3(O)CCCC3)cnc2O[C@H]1CN(C)S(C)(=O)=O	6	4	1	0.8	20	-1.1	0.0	-1
O=S(=O)(N/N=C/c1ccc(F)cc1)c1ccccc1	-2	-3	0	0.0	-7	0.0	0.7	1
CCc1ccccc1OCC(=O)Nc1ccc2c(c1)OCCO2	-22	3	3	0.8	9	0.4	nt	3
COCCNC(=O)C[C@@H]1CC[C@@H]2[C@H](COc3ccc(NS(=O)(=O)c4ccc(Cl)cc4)cc3C(=O)N2C)O1	-6	1	0	1.3	-3	0.0	0.1	1
COc1ccc(NC(=O)N(C)[C@H]2C[C@H]3c4[nH]c5ccccc5c4CCN3C[C@H]2[C@H](C)O)cc1	-39	18	-2	0.3	nt	-0.1	nt	0
Cc1cc(C)cc(C(=O)NC(CC(N)=O)c2ccc(NC3CCCCCCC3)c([N+](=O)[O-])c2)c1 (centres undefined)	-19	1	-2	-2.5	10	0.2	0.0	-19
CCOc1ccc2nc(SCC(=O)NC3CCCCC3)[nH]c2c1	-10	3	-1	-0.3	-5	0.2	nt	4
C[C@H]1CN([C@@H](C)CO)C(=O)c2cc(C#CC3(O)CCCC3)cnc2O[C@H]1CN(C)S(=O)(=O)c1ccccc1	-10	8	5	0.0	8	-0.9	-0.1	3
COc1ccc(OCC(=O)Nc2ccc3c(c2)nc(CCn2ccccc2=O)n3C)cc1	-3	0	0	1.6	-5	0.0	nt	-16
Cc1ccccc1OCC(=O)N/N=C/c1cn(Cc2ccccc2)c2ccccc12	nt	nt	nt	nt	23	0.0	7.8	-1

Compound profiles, as listed above:
COC(=O)c1cccc(NC(=O)/C=C/c2cccc([N+](=O)[O-])c2)c1 across the screens: RAD52 inh = -16; DENV2 CPE = nt; Casp6 inh = -1; CFTR F508del cor = -0.9; GSIS activator = 8; XiGFP reactiv = nt; E-selectin induc = nt; RAD54 branch = nt
COC(=O)[C@H](CC(C)C)N(Cc1ccccc1)S(=O)(=O)N(Cc1ccc(OC)cc1)[C@@H](CC(C)C)C(=O)OC across the screens: RAD52 inh = -3; DENV2 CPE = 2; Casp6 inh = nt; CFTR F508del cor = 1.0; GSIS activator = -14; XiGFP reactiv = 0.0; E-selectin induc = 0.4; RAD54 branch = 11

Additional records follow.
SMILES	RAD52 inh	DENV2 CPE	Casp6 inh	CFTR F508del cor	GSIS activator	XiGFP reactiv	E-selectin induc	RAD54 branch
CC(C)NC[C@H](O)c1ccc(O)c(O)c1	-9	0	-7	nt	4	-0.1	0.5	-9
CCc1nnc(NC(=O)CSCc2cc(=O)n3nc(C)sc3n2)s1	1	3	-3	0.6	0	0.2	nt	0
C[C@H](CO)N1C[C@H](C)[C@H](CN(C)C(=O)Nc2ccc(C(F)(F)F)cc2)OCCCC[C@H](C)Oc2ccc(N(C)C)cc2C1=O	nt	nt	nt	5.8	2	0.0	0.0	nt
O=C1CC(c2ccccc2)NC(=S)N1 (centres undefined)	-3	?	2	-1.5	-3	0.0	0.3	-8
CC1CCCCC1NC(=O)CN1c2cccc3cccc(c23)S1(=O)=O (centres undefined)	-5	0	-1	0.8	16	0.2	6.8	nt
COC(=O)[C@]1(C)N[C@H](CN(C)C(=O)c2ccc(F)cc2)[C@@H]2C(=O)N(Cc3ccccc3)C(=O)[C@@H]21	4	14	nt	3.1	1	-0.1	-0.2	-16
Cc1ccc(C(=O)OCC(=O)N2CCC(Cc3ccccc3)CC2)cc1N	-4	-1	2	3.7	2	0.2	nt	2
O=C(CCN1C(=O)/C(=C/c2ccccc2Cl)SC1=S)N1CCCC1	-4	?	4	-0.6	6	0.1	nt	-10
COc1ccc2c3c(n(C)c2c1)[C@@H](CO)N(C(=O)CC1CC1)CC31CN(Cc2ccncc2)C1	19	-7	nt	-0.9	-2	0.0	0.0	nt
Cc1noc(C)c1NC(=O)N(C)C[C@@H]1OCCCC[C@@H](C)Oc2ccc(NC(=O)Cc3ccccc3)cc2C(=O)N([C@H](C)CO)C[C@@H]1C	0	3	-1	0.6	10	-1.1	-0.4	9
COc1ccc(OCC(=O)OCC(=O)NC2CC2)cc1	-3	1	33	-4.2	14	-0.1	0.1	-4
CCOC(=O)c1cc(-c2ccc(OC)cc2)nc2c1c(C)nn2CCC(N)=S	-1	6	-1	-3.6	-1	0.0	nt	-3
C[C@H](CO)N1C[C@H](C)[C@H](CN(C)Cc2ccc3c(c2)OCO3)Oc2ccc(NC(=O)CCCN(C)C)cc2C1=O	-12	11	1	-1.5	0	0.3	17	nt
COC1OC(COCc2ccccc2)C(N)C(OCc2ccccc2)C1OCc1ccccc1 (centres undefined)	-4	6	2	3.0	-33	0.5	0.1	-5
O=C(/C=C/c1ccccc1)NC(=S)Nc1ccc(N2CCOCC2)c(Cl)c1	-8	13	-4	2.6	-1	0.0	0.3	0
Cc1ccc(Cn2nnnc2CN2CCC(O)(c3cccnc3)CC2)cc1	-1	-7	3	0.6	8	0.1	0.0	nt
COc1cc(C(c2c(C)n(C)n(-c3ccccc3)c2=O)c2c(C)n(C)n(-c3ccccc3)c2=O)cc(Br)c1O	-9	1	-1	-2.4	-13	0.0	nt	7
O=C(N/N=C/c1cccc(Br)c1)c1ccc(Br)cc1	-1	3	1	-2.4	2	0.0	nt	nt
COc1cc(-c2nc(CN3CCN(C(=O)c4ccco4)CC3)c(C)o2)ccc1F	-5	4	-1	-1.0	16	0.0	0.1	10
CN(CC(=O)Nc1ccc(Cl)c(C(F)(F)F)c1)C(=O)Cc1cccs1	-13	-3	2	1.7	-59	0.6	-0.4	-3
COC(=O)Cc1nnn2c1CC(OC)c1ccccc1-2 (centres undefined)	-14	1	-3	1.3	nt	0.0	0.0	nt
Cc1ccc(S(=O)(=O)Nc2ccc3c(c2)C(=O)N([C@@H](C)CO)C[C@H](C)[C@@H](CN(C)S(=O)(=O)c2c(C)noc2C)OCCCC[C@@H](C)O3)cc1	-51	-11	1	3.8	3	0.2	nt	6
S=c1[nH]ccn1-c1cccc(Cl)c1	-4	-1	-2	nt	5	0.2	nt	8
COc1ccc(CN2CCC(n3nccc3NC(=O)C3CC3)CC2)c(Cl)c1OC	-12	-2	-3	-1.0	6	0.1	nt	-4
O=C(C[C@@H]1C[C@H]2c3cc(NC(=O)C4CCC4)ccc3O[C@H]2[C@@H](CO)O1)NCc1ccc(-c2ccccc2)cc1	5	8	3	2.2	19&8	-0.1&0.1	-0.9	2

(listing goes on)
SMILES	RAD52 inh	DENV2 CPE	Casp6 inh	CFTR F508del cor	GSIS activator	XiGFP reactiv	E-selectin induc	RAD54 branch
CC(C(=O)NC(C)(C)C)N(Cc1cccs1)C(=O)CCN1CCc2ccccc21 (centres undefined)	-33	0	-3	-0.2	-15	0.1	nt	nt
C[C@H](CO)N1C[C@H](C)[C@H](CN(C)CC2CCCCC2)Oc2ccc(NC(=O)Nc3ccc(C(F)(F)F)cc3)cc2CC1=O	-10	12	1	-0.4	-3	0.0	-0.4	-2
C[C@H](O)C#Cc1cnc2c(c1)C(=O)N([C@@H](C)CO)C[C@H](C)[C@@H](CN(C)CC1CCCCC1)O2	-15	4	1	-0.1	9	0.1	0.2	7
COC(=O)[C@@]1(Cc2ccc(F)cc2)[C@H]2c3cc(C(=O)N(C)C)n(Cc4ccccn4)c3C[C@H]2CN1C(=O)c1ccccc1	-60	-5	0	-0.6	-26	-0.1	-0.2	nt
Cc1ccc(C(=O)N2CCN(S(=O)(=O)c3ccccc3[N+](=O)[O-])C2)cc1	-2	1	1	1.2	-13	0.0	1.1	2
C[C@H](CO)N1C[C@H](C)[C@H](CN(C)S(=O)(=O)c2ccc(F)cc2)Oc2c(NC(=O)NC3CCCCC3)cccc2C1=O	-18	-8	2	-2.6	-11	-1.4	nt	-4
COCC(=O)N(C)C[C@H]1Oc2cc(Br)ccc2S(=O)(=O)N([C@H](C)CO)C[C@@H]1C	5	2	2	-0.6	15	-0.5	-0.4	-6
C[C@H]1CN([C@@H](C)CO)C(=O)c2cccc(NC(=O)Nc3ccc(F)cc3)c2O[C@H]1CN(C)Cc1ccc2c(c1)OCO2	9	1	-2	-3.5	7	-0.8	0.4	3

An excerpt of these results, as comma-separated lines:
compound,RAD52 inh,DENV2 CPE,Casp6 inh,CFTR F508del cor,GSIS activator,XiGFP reactiv,E-selectin induc,RAD54 branch
CC(C(=O)NC(C)(C)C)N(Cc1cccs1)C(=O)CCN1CCc2ccccc21 (centres undefined),-33,0,-3,-0.2,-15,0.1,nt,nt
C[C@H](CO)N1C[C@H](C)[C@H](CN(C)CC2CCCCC2)Oc2ccc(NC(=O)Nc3ccc(C(F)(F)F)cc3)cc2CC1=O,-10,12,1,-0.4,-3,0.0,-0.4,-2
C[C@H](O)C#Cc1cnc2c(c1)C(=O)N([C@@H](C)CO)C[C@H](C)[C@@H](CN(C)CC1CCCCC1)O2,-15,4,1,-0.1,9,0.1,0.2,7
